Source: PubChem BioAssay
N370S GC: inhibits or activates N370S mutant glucocerebrosidase; actives 0.092% (n = 330,000); Potency, µM (highest dose often 59.4 µM), for the others: at the top dose activity change, negative = inhibition, actives largely listed as inhibitors; N370S GC spleen homogenate, 4MU-glucoside fluorescence; AID 2101; P04062;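 also: 0% = full enzyme activity and -100% = no enzyme basal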
FEN1 inh: blocks human flap endonuclease 1; P39748; Recombinant FEN1 flap cleavage, fluorescence, 15 min; Potency, µM (series often up to 114 µM), inactives show at the highest dose activity change, negative = inhibition, most hits filed as inhibitors; actives 0.35% (n = 390,000); AID 588795; also: nearly all actives have a fitted effect of over 65% in size
Target sequence (P39748 whole entry, looked up): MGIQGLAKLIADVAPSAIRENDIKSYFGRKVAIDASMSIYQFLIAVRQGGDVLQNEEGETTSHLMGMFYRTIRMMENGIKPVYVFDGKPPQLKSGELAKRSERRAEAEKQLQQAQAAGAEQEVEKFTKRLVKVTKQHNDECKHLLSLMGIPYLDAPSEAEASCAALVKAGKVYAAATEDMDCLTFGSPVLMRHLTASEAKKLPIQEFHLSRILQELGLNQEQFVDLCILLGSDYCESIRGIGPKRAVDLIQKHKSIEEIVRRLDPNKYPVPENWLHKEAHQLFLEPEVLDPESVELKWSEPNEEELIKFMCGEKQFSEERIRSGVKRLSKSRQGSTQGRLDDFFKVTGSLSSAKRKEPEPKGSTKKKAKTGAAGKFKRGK
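Reaction started by adding substrate (50 nM final) to 10 nM enzyme after 15 min room-temperature compound preincubation. Reads at 0 and 15 min, with data normalized and fitted to a four-parameter Hill equation.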
TDP1 cell CPT: DT40-hTDP1 cell growth loss with CPT | Potency, µM (titrated, usually from 46.2 µM), without a hit: top-dose activity change, negative = growth inhibition, hits mostly inhibitors | AID 686979 | actives 12% (n = 420,000) | chicken DT40 Tdp1-/-;hTDP1 cells + 20 nM CPT, ATP luminescence, 48 h; also: nearly all actives have a fitted effect of over 55% in size
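Chicken DT40 Tdp1-/- cells stably complemented with human TDP1 were seeded at 400 cells/well in medium containing 20 nM camptothecin, exposed to pin-transferred compounds, and grown at 37 °C for at least 48 hr. Viability was read as ATP luminescence.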
* = called active by the depositor; ? = inconclusive; . = not tested or not shown; & = joins results of further samples. Calls follow the shape of the dose curve; as a rule, active = well fitted curve in the direction sought with a large enough effect; inconclusive = small, poorly fitted or top-dose-only effect, or another doubt; inactive = no such curve, though single readings can be large; an effect the other way counts as inactive or inconclusive. Unless noted, % is scaled to controls: 0 for no effect and ±100 for the full control effect; potency is read from the fitted curve at half-maximal effect. This is a subset (hit frequency here may not be typical).

SMILES	N370S GC	FEN1 inh	TDP1 cell CPT
Cc1ccccc1N1C(=O)C(Cl)=C(N2CCOCC2)C1=O	-19%	3%	-9%
CCOc1ccccc1NC(=O)CN1CCCCCC1	-3%	3%	?
COc1ccc(CCN2C(=S)NC3CC2(C)Oc2ccc([N+](=O)[O-])cc23)cc1OC (configuration not stated)	-6%	-3%	10µM*
Cc1ccc(CNC(=O)c2cc3cc(Br)ccc3oc2=N)cc1	1%	6%	-28%
O=[N+]([O-])c1c(Nc2ccccc2O)cc(N2CCOCC2)c2nonc12	-8%	-7%	16µM*
CC(=O)c1ccc(N2C(=NC(=O)CCc3ccccc3)SC3CS(=O)(=O)CC32)cc1 (configuration not stated)	-11%	-9%	3%
CC(OCc1ccccc1)C(NC(=O)OC(C)(C)C)C(=O)NC1COC2CC(n3cc(F)c(=O)[nH]c3=O)OC12 (configuration not stated)	-4%	15%	.
Cc1ccc(O)c(C(=O)c2cnc3onc(-c4ccc(F)cc4)c3c2)c1	-13%	-8%	?
COc1ccc(NS(=O)(=O)c2cc(NC(=O)c3cnccn3)ccc2OC)cc1Br	-7%	14%	?
O=C(CCN1CCC(c2cccs2)=N1)c1cccs1	5%	-2%	5.8µM*
O=C(NC(NC1CCS(=O)(=O)C1)C(=O)c1cccs1)c1ccccc1 (configuration not stated)	6%	-17%	0%
CC1CN(C(=O)c2ccc(COc3ccc4ccccc4c3)o2)CC(C)O1 (configuration not stated)	5%	14%	?
O=C(c1ccc(S(=O)(=O)Cc2cc(F)ccc2F)c([N+](=O)[O-])c1)N1CCCC1	-2%	7%	3.3µM*
CCOC(=O)/C(C#N)=C(\N)C(C)C(=O)Nc1ccccn1 (configuration not stated)	6%	-4%	11%
CCOc1ccc(-n2c(=O)cc(N3CCN(c4ccc(F)cc4)CC3)[nH]c2=O)cc1	10%	10%	?
O=C(Nc1nc(-c2ccc(F)cc2)cs1)c1cnccn1	-7%	-5%	-26%
Cc1ccc2nc(-c3ccccc3O)c(Nc3ccc4c(c3)OCCO4)n2c1	-9%	-1%	-25%
CC1CCCCC1NC(=O)CN(C)S(=O)(=O)c1ccc2c(c1)c(=O)n(C)c(=O)n2C (configuration not stated)	-1%	-15%	-5%
c1coc(CNc2c3c(nc4ncnn24)CCC3)c1	-6%	-5%	?
CCC(=O)N1CCc2cc(Br)cc(S(=O)(=O)NCc3ccccc3)c21	.	12%	-3%
COc1ccc(CC(=O)NNC(=O)CSc2nc(C)c(C)c(=O)[nH]2)cc1	-21%	-1%	8%
COCCn1cc(C(=O)c2cc(Br)ccc2O)cc(C#N)c1=O	-5%	5%	?
Cc1cc(C(F)(F)Cl)n2ncc(-c3ccccn3)c2n1	2%	-14%	-1%
COc1cc(OC)c(N(C)C(=O)C2CCCN(c3ncnc4c3nc3n4CCCCC3)C2)cc1Cl (configuration not stated)	.	-15%	?
COc1cc(CNc2nnnn2C)cc(OC)c1OC	1%	22%	16%
CCOC(=O)C1(CC2CCCCO2)CCN(S(=O)(=O)c2cccc(F)c2)CC1 (configuration not stated)	-4%	-6%	-14%
CCC(=O)NC(c1ccc(C)cc1)c1ccc2cccnc2c1O (configuration not stated)	-6%	13%	4.1µM*
Nc1nc(-c2ccccn2)nc(N)c1Cc1ccccc1F	2%	-7%	5.8µM*
CCN(c1cccc(C)c1)S(=O)(=O)c1cc2c(cc1C)n(C)c(=O)c(=O)n2C	.	18%	-5%
CCCCN(C(=O)COc1ccc(C)cc1OC)c1c(N)n(CCC)c(=O)[nH]c1=O	14%	0%	-9%
Cc1ccc(C)c(Cn2c3ccccc3c3cnn(CC(=O)NC4CCC(C)CC4)c(=O)c32)c1 (configuration not stated)	.	-7%	10µM*
NS(=O)(=O)c1cccc(NC(=O)COC(=O)CN2C(=O)C3CC=CCC3C2=O)c1 (configuration not stated)	-8%	6%	?
CSCCC(NC(=O)c1ccccc1Cl)C(=O)NCc1ccncc1 (configuration not stated)	.	21%	1%
O=C(c1ccncc1)N1CCC2(CCCN(c3ccccn3)C2)CC1	-5%	.	-26%
Cc1cc(=O)oc2c(C)c(OC(C)C(=O)NCCN3CCOCC3)ccc12 (configuration not stated)	-10%	3%	6%
COCC(=O)N1CCC(n2nccc2NC(=O)c2ccccc2OC)CC1	-1%	0%	-5%
COc1ccc(-n2c(SCC(N)=O)nc3sc4c(c3c2=O)CCC4)cc1	7%	-1%	-8%
Cc1cnc(C(=O)NCCc2ccc(C(F)(F)F)cc2)cn1	0%	0%	6%
Cc1ccc(-n2nc3c(=O)n(CCCC(=O)NCc4ccco4)nc(C)c3c2C)cc1	-4%	-12%	?
Nc1nnc(SCC(=O)Nc2sc3c(c2C(=O)c2ccccc2)CCCC3)s1	?	0%	?

Compound profiles, as listed above:
Record of `COc1ccc(-n2c(SCC(N)=O)nc3sc4c(c3c2=O)CCC4)cc1` → N370S GC = 7%; FEN1 inh = -1%; TDP1 cell CPT = -8%
Record of `COCC(=O)N1CCC(n2nccc2NC(=O)c2ccccc2OC)CC1` → N370S GC = -1%; FEN1 inh = 0%; TDP1 cell CPT = -5%
Record of `O=C(c1ccncc1)N1CCC2(CCCN(c3ccccn3)C2)CC1` → N370S GC = -5%; FEN1 inh = .; TDP1 cell CPT = -26%

Going on with the list:
SMILES	N370S GC	FEN1 inh	TDP1 cell CPT
C[C@H](CO)N1C[C@H](C)[C@H](CN(C)Cc2ccc(-c3ccccc3)cc2)Oc2ccc(NS(=O)(=O)c3ccccc3)cc2CC1=O	.	2%	16µM*
Cc1ccccc1OCCn1c(CCNC(=O)C2CCCCC2)nc2ccccc21	.	14%&-15%	?
CCc1ccc(OCc2cc(=O)n3cc(C)sc3n2)cc1	.	-5%	-2%
CC(=O)c1cccc(NC(=O)c2cc(-c3ccc(C)cc3)on2)c1	4%	-4%	-19%
Cc1ccc(/C=C2/Sc3ccc(C(=O)N4CCN(C)CC4)cc3NC2=O)cc1	-28%	-7%	23µM*
Cc1ccccc1Cn1c(=O)n(CC2CCC(C(=O)NCCc3ccccc3)CC2)c(=O)c2ccccc21 (configuration not stated)	8%	-3%	21µM*
CC(c1ccc2c(c1)OCO2)n1c(=S)[nH]c2ccccc2c1=O (configuration not stated)	.	-6%	?
O=C(COC(=O)Cc1ccccc1)NCc1ccc2c(c1)OCO2	.	-1%	4%
Cc1cccc(NC(=S)NCCc2ccc(Cl)cc2)c1C	3%	0%	18µM*
COc1cc2c(cc1OC)-c1nnc(-c3ccco3)n1C1(CCCC1)C2	23%	4%	?
Cc1ccc2oc(=O)c3cnn(CC(=O)NC4CCCCC4C)c3c2c1 (configuration not stated)	6%	18%	?
COc1ccc(OC)c(NC(=O)CCn2cnnn2)c1	.	-7%	0%
CN1CCN(C(=O)/C(=C/c2ccccc2)c2ccccc2)CC1	-1%	-1%	-20%
Cc1ccc(-c2ccc(CCC(=O)O)n2-c2ccc(C)c(Cl)c2)cc1	.	8%	-19%
S=C(N/N=C/c1ccc(Br)cc1)N1CCCCC1	16%	-13%	1.2µM*
c1csc(-c2noc(COc3ccc4c(c3)CCCC4)n2)c1	7%	4%	-6%
CCC(C)[C@H](N)c1nnc(SCC(=O)Nc2ccc(C)cc2C)o1 (some centres not stated)	-2%	19%	-1%
Cc1ncoc1C(=O)N1CCCC(CCC(=O)NCc2ccc(F)c(F)c2)C1 (configuration not stated)	-28%	2%	-1%
O=S(=O)(Nc1ccccc1)c1ccc2c(c1)CCO2	21%	-2%	12%
Cc1ccc(CSc2nnc(-c3ccncc3)n2CC2CCCO2)cc1 (configuration not stated)	8%	-2%	-19%
Nc1cc(Cl)cc2c1-c1ccc(Cl)cc1C2O (configuration not stated)	.	-9%	8%
O=C(Nc1ccc(F)cc1F)c1ccc2nc(N3CCOCC3)sc2c1	1%	-8%	?
Cc1cc(C)nc(SCC(=O)N2CCc3ccccc32)n1	.	-3%	-15%
O=[N+]([O-])c1ccc2c(c1)nc(CO)n2Cc1ccccc1	2%	11%	?
CCCNc1c(NS(=O)(=O)c2ccc3c(c2)CCCC3)c(=O)oc2ccccc12	-7%	-9%	4%
CNC(=O)/C(C#N)=C/c1c(N2CCN(c3ccc(OC)cc3)CC2)nc2c(C)cccn2c1=O	?	-16%	?
CCCOc1ccc(C(=O)NCCC(=O)NCCCC(=O)OCC)cc1	-7%	-3%	-1%
O=C(Nc1ccc(F)c(Cl)c1)c1cc(S(=O)(=O)NCc2ccc3c(c2)OCO3)ccc1F	.	-15%	?
Cc1cc(C(=O)COC(=O)CCC(=O)c2ccc3c(c2)OCCO3)c(C)n1Cc1ccco1	12%	4%	-2%
Nc1nc2c(nc(Br)n2C2OC(CO)C(O)C2O)c(=O)[nH]1 (configuration not stated)	3%	.	5%

Compounds listed so far containing a cyano group, in the order listed:
SMILES	N370S GC	FEN1 inh	TDP1 cell CPT
CCOC(=O)/C(C#N)=C(\N)C(C)C(=O)Nc1ccccn1 (configuration not stated)	6%	-4%	11%
COCCn1cc(C(=O)c2cc(Br)ccc2O)cc(C#N)c1=O	-5%	5%	?
CNC(=O)/C(C#N)=C/c1c(N2CCN(c3ccc(OC)cc3)CC2)nc2c(C)cccn2c1=O	?	-16%	?

Continuation:
SMILES	N370S GC	FEN1 inh	TDP1 cell CPT
CCc1noc(-c2ccc(N3CCC(C)CC3)c([N+](=O)[O-])c2)n1	.	6%	18µM*
CCc1nc(-c2cc(S(=O)(=O)N3CCN(c4ccc(OC)cc4)CC3)ccc2OC)no1	.	?	-15%
O=C(CSc1nc2ccccc2o1)NCc1ccc2c(c1)OCO2	3%	3%	?
Cc1ccccc1Cn1c(=O)n(CCCCC(=O)NCc2ccc3c(c2)OCO3)c(=O)c2ccccc21	.	-4%	23µM*
O=C1/C(=C/c2cccs2)CCc2ccccc21	13%	-2%	-33%
C/C(=N/NC(=O)c1ccco1)c1cccnc1	-6%	20%	-8%
CSc1nc2ccc(NC(=O)c3nn(C(C)C)c(=O)c4ccccc34)cc2s1	14%	-14%	18µM*
COc1ccc(OCc2nc3ccccc3n2Cc2ccccc2Cl)cc1	.	-16%	?
COCc1c(Br)c(C)[nH]c(=O)c1C#N	4%	-7%	1%
CCCOc1ccc(C(=O)Nc2cc3c(cc2N2CCOCC2)n(C)c(=O)n3C)cc1	.	12%	-9%
Cc1ccn2cc(-c3cccc(NS(C)(=O)=O)c3)nc2c1	2%	-14%	-13%
O=C(CSc1nnc(Cc2cccs2)n1-c1ccccc1)NC1CCCCC1	-17%	-15%	?
N/C(=N\OC(=O)c1ccc(Br)o1)c1cccnc1	-4%	-4%	0%
CCCN1CCN(CCCNC(=O)Cn2nc(-c3ccc(Cl)cc3)ccc2=O)CC1	-7%	1%	14%
O=S(=O)(c1ccc(Cl)cc1)N1CCN(c2ccc(N3CCOCC3)nn2)CC1	-6%	-2%	-3%
c1ccc(Cn2nnc(CNc3ccccc3)c2-c2c(CNc3ccccc3)nnn2Cc2ccccc2)cc1	10%	2%	?
O=C(CSc1nc(O)cc(=O)[nH]1)C1CC1	?	8%	-3%
CN(C)c1ccc(/C=N/NC(=O)c2nnn(-c3nonc3N)c2COc2ccc(F)cc2)cc1	10%	-1%	8%
CN1CCc2c(sc3c2C(=O)NC(/C=C/c2ccco2)N3)C1 (configuration not stated)	.	-11%	-2%
Cc1nn(-c2ccccc2)c(OC(=O)c2cccs2)c1S(=O)(=O)c1ccc([N+](=O)[O-])cc1	7%	-3%	-22%

Sorted by length of the SMILES (falling): 5 of the compounds above.
SMILES	N370S GC	FEN1 inh	TDP1 cell CPT
CCc1nc(-c2cc(S(=O)(=O)N3CCN(c4ccc(OC)cc4)CC3)ccc2OC)no1	.	?	-15%
NS(=O)(=O)c1cccc(NC(=O)COC(=O)CN2C(=O)C3CC=CCC3C2=O)c1 (configuration not stated)	-8%	6%	?
O=C(CSc1nnc(Cc2cccs2)n1-c1ccccc1)NC1CCCCC1	-17%	-15%	?
COCCn1cc(C(=O)c2cc(Br)ccc2O)cc(C#N)c1=O	-5%	5%	?
Cc1cccc(NC(=S)NCCc2ccc(Cl)cc2)c1C	3%	0%	18µM*

(further entries)
SMILES	N370S GC	FEN1 inh	TDP1 cell CPT
CN(c1ccc(Cl)cc1)c1cc(=O)n(C)c2ccccc12	13%	?	13µM*
CCCCNC(=O)c1ccccc1NC(=O)c1ccc2c(c1)OCO2	8%	-2%	-18%
O=c1[nH]cnc2c1ncn2C1OCC(O)C(O)C1O (configuration not stated)	.	17%	-9%
CCc1ccc(N(CC)C(=O)c2sc3nc4n(c(=O)c3c2C)CCCC4)cc1	.	-5%	26µM*
CCOC(=O)N1CCN(C(=O)/C=C/c2ccc3c(c2)OCO3)CC1	-2%	6%	-20%
CC(=O)Nc1ccc(C(=O)OCCCOC(=O)c2ccc(NC(C)=O)cc2)cc1	1%	-10%	-23%
COc1ccc(S(=O)(=O)NCC(c2ccc3c(c2)OCO3)N2CCN(C)CC2)cc1OC (configuration not stated)	-1%	-5%	-5%
CC(C)(C)OC(=O)N/N=C/c1cn(-c2ccccc2)nc1-c1cccnc1	4%	15%	?
CC(=O)Nc1ccc(S(=O)(=O)Nc2ccc(Cl)cn2)cc1	-14%	4%	-6%
